# GDH-TPI inh: inhibits GDH-TPI coupling enzymes, artifact for Mtb FBA screen. GDH-TPI coupled enzyme counterscreen, NADH absorbance. inhibition, % at 4.8 µM. actives 1.2% (n = 360,000); in the data active = inhibition above about 30%;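 also: 0% = DMSO wells and 100% = wells lacking the enzyme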
# Mtb FBA inh: Mtb fructose-bisphosphate aldolase inhibition. P9WQA3. inhibition, % at 1 µM. actives 2.3% (n = 360,000). purified M. tuberculosis FBA, fluorescence read-out; in the data active = inhibition above about 27%;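 also: 0% = vehicle and 100% = reference inhibitor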
# Target sequence (P9WQA3 whole entry, looked up): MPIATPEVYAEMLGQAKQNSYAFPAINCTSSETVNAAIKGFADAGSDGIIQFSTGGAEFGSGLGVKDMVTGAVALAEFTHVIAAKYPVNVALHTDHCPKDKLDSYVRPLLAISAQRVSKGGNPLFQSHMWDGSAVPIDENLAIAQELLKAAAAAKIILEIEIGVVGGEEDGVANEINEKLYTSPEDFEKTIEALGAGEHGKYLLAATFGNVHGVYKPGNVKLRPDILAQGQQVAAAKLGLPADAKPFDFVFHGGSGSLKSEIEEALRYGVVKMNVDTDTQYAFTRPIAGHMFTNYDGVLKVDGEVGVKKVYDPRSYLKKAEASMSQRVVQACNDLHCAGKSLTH
# FadD28 FP inh: blocks FadD28 binding to the bisubstrate probe; inhibition, % at 12.5 µM; fluorescence polarization; actives 0.22% (n = 360,000); in the data active = inhibition above about 8.5%, passing the limit was not always enough
# BoNT-F LC inh: inhibitors of Botulinum neurotoxin F light chain protease; Multiplex microsphere protease cleavage assay, flow cytometry; inhibition, % at 10 µM; actives 0.22% (n = 360,000); AID 588497; in the data active = inhibition above about 35%, passing the limit was not always enough; also: plate controls were buffer without enzyme for full effect and enzyme alone for no effect
# PrPC surface inh: reduces human prion protein on the cell surface. AID 720596. cell surface PrPC, TR-FRET read-out. P04156. inhibition, % at 13.8 µM. actives 0.43% (n = 370,000); in the data active = inhibition above about 24%; also: 0% = median of the test wells and 100% = reference compound wells
# UGM FP inh: blocks M. tuberculosis UGM enzyme; P9WIQ1; purified UGM, fluorescence polarization probe displacement; inhibition, % at 10 µM; actives 0.06% (n = 320,000); AID 504406; in the data active = inhibition above about 10%, passing the limit was not always enough
# BioA inh: BioA (M. tuberculosis) enzyme inhibition. purified M. tuberculosis BioA enzyme, plate reader. inhibition, % at 9.99 µM. actives 0.096% (n = 360,000). AID 602481; in the data active = inhibition above about 40%
# Rv3671c protease: Rv3671c (M. tuberculosis) protease inhibition; inhibition, % at 5.96 µM; P9WHR9; actives 0.048% (n = 320,000); in the data active = inhibition above about 38%;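 also: extracellular domain of Rv3671c used as enzyme; 0% = enzyme with DMSO and 100% = no enzyme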
# MazF activator: MazEF (E. coli) toxin RNase activation; P0AE70; FAM/BHQ RNA-DNA oligo cleavage fluorescence, 5 h; activation, % at 20 µM; actives 0.32% (n = 350,000); AID 504720; in the data active = activation above about 50%
# Target sequence (P0AE70 whole entry, looked up): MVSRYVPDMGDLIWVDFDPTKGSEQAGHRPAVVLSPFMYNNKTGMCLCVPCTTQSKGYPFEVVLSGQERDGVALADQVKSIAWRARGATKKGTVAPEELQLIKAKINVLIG
# * hit, by the source's call; x = not tested or not shown; & = joins results of further samples. Hits appear at their usual frequency. Share with any hit: about 4.8%.
SMILES,GDH-TPI inh,Mtb FBA inh,FadD28 FP inh,BoNT-F LC inh,PrPC surface inh,UGM FP inh,BioA inh,Rv3671c protease,MazF activator
Cc1ccc(S(=O)(=O)NCc2ccc3[nH]c(C)cc3c2)cc1,14,0,-1.3,-42,13,-3.0,-2.9,2,8
COc1cc(NC(=O)COC(=O)/C=C/c2ccccc2Cl)cc(OC)c1,-5,0,-6.0,-3,10,-0.4,x,-5,29
CC(=O)N1N=C(c2ccc(C)cc2)OC1c1ccc(C(C)C)cc1 (stereo unspecified),-3,0,-0.9,-4,-1,0.7,x,-2,-8
COc1ccc(-c2nc3ncnn3cc2C)cc1F,-4,73*,0.3,-11,5,1.0,14,5,8
CCOC(=O)c1cnc(-n2nc(C)cc2C)nc1NCc1ccc2c(c1)OCO2,1,-2,-3.4,-11,3,-1.5,0.5,-11,5
CCOc1ccc(N(CC)C(=O)COc2cc(=O)n(C)c3ccccc23)cc1,16,-6,-6.9,6,5,2.6,0.4,1,4
Cc1ccc(C(=O)Cn2c(NCCO)nc3ccccc32)cc1,0,0,-0.8,15,4,-2.7,0.2,0,-10
O=C(C(=O)N1CCN(c2cccc(Cl)c2)CC1)c1c[nH]c2ccccc12,6,-2,-0.3,-4,-1,2.5,1.9,-11,3
CN1C(C(=O)Nc2ccc(F)cc2F)=CC(c2ccco2)=NS1(=O)=O,30,1,-2.3,-1,-13,1.7,10,-3,3
Nc1c(N(CCO)C(=O)COc2ccc(Cl)cc2)c(=O)[nH]c(=O)n1Cc1ccccc1,-3,-5,-6.5,-2,6,2.1,x,-5,6
Fc1cc(Cl)cc2ccc(-c3ccccc3)nc12,x,6,0.1,-1,4,x,-1.3,x,x
Clc1ccc(CCNc2nc3ccccc3s2)cc1,8,3,-5.0,-2,2,-2.6,-1.0,-2,-3
CCOc1ccccc1OCCOCCOc1ccccc1[N+](=O)[O-],11,6,-0.6,-3,-8,-1.2,x,-4,2
COc1ccc(C(C[N+](=O)[O-])c2c(-c3ccccc3)cc3ccccn23)cc1OC (stereo unspecified),12,1,0.8,-12,-6,1.5,15,-7,-3
CCC(C)c1ccccc1N1CC(C(=O)NCCc2ccc(OC)c(OC)c2)CC1=O (stereo unspecified),-1,4,-0.8,7,-5,x,0.7,14,8
CN(C1CCCCC1)S(=O)(=O)c1cn(C)c(=O)n(C)c1=O,-6,1,-4.2,6,-4,0.7,-1.3,-4,-2
Cc1ccc(S(=O)(=O)c2nc(S(=O)(=O)c3ccccc3)sc2N2CCN(C)CC2)cc1,5,-4,-5.6,1,7,0.2,-0.7,8,4
Cc1ccc(-c2ccc(CCC(=O)O)n2NC(=O)c2ccco2)cc1,0,0,-0.4,1,3,-1.6,1.1,2,-4
CCc1c(C)nc2ncnn2c1NCc1cccs1,11,-1,-4.3,-12,6,-1.4,3.2,-3,1
O=C(CN1CCN(c2ccccc2O)CC1)Nc1cc([N+](=O)[O-])ccc1Cl,16,3,-3.3,-12,-41,3.5,x,-5,-6
Cc1ccc(-n2nc(C)c3c(C)c(CCC(=O)NCC4CCCO4)c(=O)n(C)c32)cc1 (stereo unspecified),3,8,-2.9,-4,7,-1.3,-0.4,5,5
COCCN1CN=C(NS(=O)(=O)c2ccc(C)cc2)NC1,-1,2,2.5,1,0,-1.9,-4.3,3,-5
C[C@@H]1CN([C@H](C)CO)C(=O)c2cccc(NS(=O)(=O)c3cccs3)c2O[C@H]1CN(C)Cc1ccccc1,0,-1,1.0,-2,-5,-1.5,1.0&0.5,3,5
CC(C)C(N)c1csc(Nc2nncc3ccccc23)n1 (stereo unspecified),-4,3,-0.9,-11,-10,x,-0.9,x,x
O=C(CSc1nnc(-c2ccncc2)n1Cc1ccco1)Nc1nccs1,1,-2,0.0,-1,-1,-0.7,-2.6,7,3
O=[N+]([O-])c1cccc(S(=O)(=O)c2ccc(NCCO)c([N+](=O)[O-])c2)c1,2,-2,0.0,-3,-21,1.3,1.9,8,8
CC(C)[C@@H](NC(=O)C1CCN(C(=O)[C@@H]2CCCN2C(=O)OC(C)(C)C)CC1)C(=O)NCc1ccc(F)cc1,13,4,-2.7,-18,-4,0.5,-1.4,-5,4
Cc1ccc(CNC(=O)CCCOc2cc(=O)n(C)c3ccccc23)o1,6,0,-0.5,-10,-6,1.3,-1.4,2,10
CC(C)CCN1CC(C(=O)NC(C)C)CC1=O (stereo unspecified),6,-1,-3.4,-2,1,-0.6,1.1,-10,0
CCc1cc(C(=O)NC2CCCN(Cc3ccccc3F)C2)n(C)n1 (stereo unspecified),-7,-1,-3.9,-2,11,0.6,x,-1,6
Cc1ccc(-c2cc(C(=O)NN3CCOCC3)c3cc(Br)ccc3n2)o1,2,11,-2.8,-1,0,0.0,x,-2,4

# Some of the entries above in another layout.
mol | GDH-TPI inh | Mtb FBA inh | FadD28 FP inh | BoNT-F LC inh | PrPC surface inh | UGM FP inh | BioA inh | Rv3671c protease | MazF activator
Clc1ccc(CCNc2nc3ccccc3s2)cc1 | 8 | 3 | -5.0 | -2 | 2 | -2.6 | -1.0 | -2 | -3
CCOc1ccccc1OCCOCCOc1ccccc1[N+](=O)[O-] | 11 | 6 | -0.6 | -3 | -8 | -1.2 | x | -4 | 2
COc1ccc(C(C[N+](=O)[O-])c2c(-c3ccccc3)cc3ccccn23)cc1OC (stereo unspecified) | 12 | 1 | 0.8 | -12 | -6 | 1.5 | 15 | -7 | -3
CCC(C)c1ccccc1N1CC(C(=O)NCCc2ccc(OC)c(OC)c2)CC1=O (stereo unspecified) | -1 | 4 | -0.8 | 7 | -5 | x | 0.7 | 14 | 8
CN(C1CCCCC1)S(=O)(=O)c1cn(C)c(=O)n(C)c1=O | -6 | 1 | -4.2 | 6 | -4 | 0.7 | -1.3 | -4 | -2
Cc1ccc(S(=O)(=O)c2nc(S(=O)(=O)c3ccccc3)sc2N2CCN(C)CC2)cc1 | 5 | -4 | -5.6 | 1 | 7 | 0.2 | -0.7 | 8 | 4
Cc1ccc(-c2ccc(CCC(=O)O)n2NC(=O)c2ccco2)cc1 | 0 | 0 | -0.4 | 1 | 3 | -1.6 | 1.1 | 2 | -4
CCc1c(C)nc2ncnn2c1NCc1cccs1 | 11 | -1 | -4.3 | -12 | 6 | -1.4 | 3.2 | -3 | 1
O=C(CN1CCN(c2ccccc2O)CC1)Nc1cc([N+](=O)[O-])ccc1Cl | 16 | 3 | -3.3 | -12 | -41 | 3.5 | x | -5 | -6
Cc1ccc(-n2nc(C)c3c(C)c(CCC(=O)NCC4CCCO4)c(=O)n(C)c32)cc1 (stereo unspecified) | 3 | 8 | -2.9 | -4 | 7 | -1.3 | -0.4 | 5 | 5
COCCN1CN=C(NS(=O)(=O)c2ccc(C)cc2)NC1 | -1 | 2 | 2.5 | 1 | 0 | -1.9 | -4.3 | 3 | -5
C[C@@H]1CN([C@H](C)CO)C(=O)c2cccc(NS(=O)(=O)c3cccs3)c2O[C@H]1CN(C)Cc1ccccc1 | 0 | -1 | 1.0 | -2 | -5 | -1.5 | 1.0&0.5 | 3 | 5
CC(C)C(N)c1csc(Nc2nncc3ccccc23)n1 (stereo unspecified) | -4 | 3 | -0.9 | -11 | -10 | x | -0.9 | x | x
O=C(CSc1nnc(-c2ccncc2)n1Cc1ccco1)Nc1nccs1 | 1 | -2 | 0.0 | -1 | -1 | -0.7 | -2.6 | 7 | 3
O=[N+]([O-])c1cccc(S(=O)(=O)c2ccc(NCCO)c([N+](=O)[O-])c2)c1 | 2 | -2 | 0.0 | -3 | -21 | 1.3 | 1.9 | 8 | 8
CC(C)[C@@H](NC(=O)C1CCN(C(=O)[C@@H]2CCCN2C(=O)OC(C)(C)C)CC1)C(=O)NCc1ccc(F)cc1 | 13 | 4 | -2.7 | -18 | -4 | 0.5 | -1.4 | -5 | 4
Cc1ccc(CNC(=O)CCCOc2cc(=O)n(C)c3ccccc23)o1 | 6 | 0 | -0.5 | -10 | -6 | 1.3 | -1.4 | 2 | 10
